WRN inhibitor: blocks human WRN helicase; actives 0.46% (n = 360,000); Potency, µM (series often up to 114 µM), inactives show top-dose activity change, negative = inhibition, most hits filed as inhibitors; WRN helicase unwinding, fluorescent forked duplex, kinetic; AID 651768; Q14191; further: potency means the concentration at half of the fitted maximal effect; on the % scale 0 is the no-effect control and ±100 the full control effect; nearly all actives have a fitted effect of over 55% in size
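WRN at 20 nM final preincubated with compound 15 min at room temperature; reaction started with 100 nM fluorophore/quencher forked duplex oligonucleotide and 2 mM ATP final. Unwinding followed kinetically by red fluorescence (ex 525, em 598 nm).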
Abeta yeast res: restores growth of yeast expressing A-beta42 peptide; yeast expressing A-beta42, growth rescue, OD600, 48 h; response scale: 0% DMSO, 100% iron-clioquinol control; Potency, µM (titrated, usually from 46.1 µM), for the others: at the highest dose growth rescue, hits mostly activators; actives 0.063% (n = 410,000); further: potency means the concentration at half of the fitted maximal effect; nearly all actives have a fitted effect of over 55% in size
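Growth rescue measured by 600 nm absorbance after 48 h yeast culture at 30 C with compound. Values normalized between DMSO and an equimolar ferric chloride plus clioquinol control.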
aSyn yeast inh: rescues yeast growth from alpha-synuclein toxicity | actives 0.14% (n = 370,000) | Yeast expressing alpha-synuclein, growth rescue, BacTiter-Glo, 24 h | Potency, µM (series often up to 46.1 µM), for inactives: top-dose growth rescue (activation), actives largely listed as activators; further: potency means the concentration at half of the fitted maximal effect; % of control where 0% means no effect; nearly all actives have a fitted effect of over 65% in size
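Rescue of yeast growth: cells expressing toxic alpha-synuclein, induced in galactose at OD600 0.02, incubated with compound 24 h at 30 C. ATP luminescence quantified growth; inhibitors of toxicity appear as activators.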
PLK1 PBD block: inhibitors of human PLK1 polo-box domain binding; Plk1 PBD binding of FITC phosphopeptide, fluorescence polarization; Potency, µM, without a hit: max response, negative = inhibition, hits mostly inhibitors; actives 2.8% (n = 360,000); AID 720504; further: potency means the concentration at half of the fitted maximal effect; series mostly up to about 57 µM; on the % scale 0 is the no-effect control and ±100 the full control effect; nearly all actives have a fitted effect of over 65% in size
EPAC1 agonist: activates human EPAC1 exchange factor | EPAC1 agonist qHTS, biochemical assay; response scale: 100% = response to 6.5 mM cAMP | Potency, µM (highest dose often 154 µM), for inactives: top-dose activation, most hits filed as activators | actives 0.073% (n = 360,000) | O95398; further: potency means the concentration at half of the fitted maximal effect; nearly all actives have a fitted effect of over 60% in size
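Normalized to 6.5 mM cAMP, activity reflects EPAC1-catalysed release of BODIPY-GDP from Rap1B, followed kinetically over 30 min at 480 nm excitation, 540 nm emission. Reaction contained 100 nM EPAC1, 250 nM Rap1B-BODIPY-GDP, 50 uM GDP.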
EPAC1 antagonist: blocks human EPAC1 exchange factor. EPAC1 GEF assay, Rap1b-BODIPY-GDP exchange fluorescence. Potency, µM (series often up to 115 µM), without a hit: at the top dose activity change, negative = inhibition, hits mostly inhibitors. actives 0.14% (n = 360,000). AID 720709;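 further: potency means the concentration at half of the fitted maximal effect; plate controls were vehicle for no effect and positive control for full effect; nearly all actives have a fitted effect of over 50% in size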
FUS suppressor: rescues growth of FUS-expressing yeast; actives 0.24% (n = 390,000); Potency, µM (series often up to 76.6 µM), for the others: at the highest dose growth rescue (activation), usual class: activators; AID 1347120; S. cerevisiae FUS-expressing, growth rescue, OD600, 24 h;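 further: potency means the concentration at half of the fitted maximal effect; plate controls were DMSO vehicle for no effect and reference control for full effect; nearly all actives have a fitted effect of over 55% in size; some results filed as inactive show a strong effect at the top dose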
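S. cerevisiae expressing FUS from galactose induction served as the toxicity model. Growth after 24hr at 30C, read as absorbance at 600 nm, indicates suppression of toxicity; compounds dosed at several concentrations.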
IL2 activator: activates IL-2 in a cell-based reporter assay; IL-2 activation reporter assay, cell-based qHTS; stimulated with anti-CD3/CD4/CD28 beads; in transgenic mouse T cells; activation, % (series mostly up to about 46 µM); actives 0.065% (n = 360,000); AID 652025; in the data active means activation above about 50%; inconclusive means mostly about 30% to 49%; further: 0% is about no effect
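Screening format: compound pinned onto unstimulated transgenic mouse T cells, 60 min incubation, then anti-CD3/anti-CD4/anti-CD28 bead stimulation for 18 hours at 37 degrees C, followed by EGFP and DsRed detection.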
PI5P4K alpha inh: inhibitors of human PI5P4K alpha; AID 652105; PI5P4Kalpha enzyme, ADP-Glo luminescence, 60 min; stronger effect = lower value; actives 1.2% (n = 330,000); max response, %; P48426; active means max response of -50% or lower; inconclusive means between -30% and -50%; inactive means -30% or higher; further: value at the top dose of about 77 µM; on the % scale 0 is the no-effect control and ±100 the full control effect
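Quantitative HTS of the MLSMR library against PI5P4Kalpha with substrate. ATP added last at 5 microM final; room temperature, 60 minutes. Remaining ATP depleted, ADP converted and read as luminescence.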
* marks the source's active call; other numbers are inactive results; ? = inconclusive; / = not tested or not shown; & = joins results of further samples; [ ] = remark or other dose. Unless noted, the call rests on the fitted dose curve; in most records, active means well fitted curve in the direction sought with a large enough effect; inconclusive means small, poorly fitted or top-dose-only effect, or another doubt; inactive means no such curve, though single readings can be large; an effect the other way counts as inactive or inconclusive. An unsorted share of the library. About 4.1% of those tested had a hit in this group.

SMILES	WRN inhibitor	Abeta yeast res	aSyn yeast inh	PLK1 PBD block	EPAC1 agonist	EPAC1 antagonist	FUS suppressor	IL2 activator	PI5P4K alpha inh
C/C=C/c1ccc(OCCSc2nc(C)cc(=O)[nH]2)c(OC)c1	-18.9%	-21.9%	-5.8%	-15.9%	8.0%	-7.8%	26.9%	-0.2	/
COc1ccc(/C=N/Nc2nc(-c3ccc(C)cc3)c(NC(C)=O)s2)cc1	-4.0%	26.6%	-0.2%	-12.5%	2.2%	0.6%	14.1%	1.3	-4.6
COc1cccc(-c2sc3ccc(OC)cc3c2-c2ccc(OCCN3CCOCC3)cc2)c1	-1.3%	-4.5%	-44.2%[inhibitor]	2.5%	-15.6%	-21.5%	?	0.3	56.9
CC(C)CNC(=S)N(CCN(C)C)Cc1cc2cc3c(cc2[nH]c1=O)OCO3	4.8%	-17.6%	-3.1%	-16.3%	-11.6%	?	-2.0%	-1.8	2.6
Cc1ccccc1C(=O)N1CCC2CC1c1cc(-c3ccc(F)cc3)ccc12 (stereo unspecified)	-9.4%	-19.1%	-3.0%	-10.3%	-1.2%	-11.6%	?	-0.3	5.6
CCC(CC)C(=O)N(C)c1c(C)nc2c(OCCC3CCCCC3)cccn12	-7.3%	8.6%	10.8%	-9.1%	-2.5%	0.2%	5.4%	-0.3	-4.2
CC(=O)c1cccc(NC(=O)c2cccc(N3C(=O)c4ccccc4C3=O)c2)c1	?	-4.1%	2.2%	-6.4%	-2.0%	9.1%	-2.1%	-0.8	6.5
O=c1nc(N2CCCCC2)nc(Nc2ccccc2)[nH]1	-3.8%	-1.6%	5.0%	-4.8%	-1.1%	12.1%	-5.9%	-1.2	/
COc1ccc(N(C(=O)c2ccncc2)S(=O)(=O)c2cccc([N+](=O)[O-])c2)cc1	-8.5%	-14.5%	26.9%	?	0.6%	-22.7%	11.1%	-0.8	4.6
O=C(CSc1ncnc2ccccc12)NCC(=O)c1ccccc1	1.5%	?	22.6%	-13.0%	6.5%	-18.3%	8.6%	-1.1	-9.3
Fc1ccc(-c2csc(N3CCSCC3)n2)cc1	-3.0%	-16.2%	-12.8%	-1.7%	-3.1%	-23.1%	-4.2%	0.7	9.4
Cc1cc(OCC(O)CN2CCc3ccccc3C2)cc(C(C)C)c1 (stereo unspecified)	2.8%	9.9%	10.6%	3.3%	-4.3%	-9.9%	-10.5%	-1.9	16.2
N#Cc1c2c(nc(N)c1-c1ccccc1)CCCCC2	-28.3%	-17.3%	0.8%	-9.3%	1.3%	0.8%	/	-1.7	-3.0
Cc1nc2ccccn2c1C(=O)NN=C1C2CC3CC(C2)CC1C3	-15.2%[57.1 µM]	?	-0.5%	3.2%	-11.9%	-5.4%	-4.8%	2.6	0.6
Cc1ccccc1C(=O)N1CCC(C(=O)NC2CCCC2)CC1	7.9%	0.4%	6.9%	-0.7%	-0.7%	6.3%	0.6%	1.1	0.0
COc1ccc(C(=O)NC2CCCc3ccccc32)c(OC)c1OC (stereo unspecified)	1.7%	-0.3%	13.3%	0.1%	-11.0%	3.0%	-8.1%	0.0	7.4
COc1cccc(C2=CC(=O)C[C@H](c3ccc(OC)c(OC)c3)C2)c1	-6.8%	27.7%	2.4%	-3.0%	14.3%	-9.5%	22.6%	-0.4	-4.3
CCOC(=O)CC(=O)CSc1nc2c(sc(=S)n2-c2ccc(OCC)cc2)c(=O)[nH]1	-9.5%	-37.8%[inhibitor]	1.8%	-5.7%	-4.7%	-3.8%	22.7%	-0.3	0.0
O=C(NCc1cccnc1)c1[nH]c(C(F)(F)F)nc1-c1ccccc1	-8.7%	1.9%	0.8%	5.5%	2.9%	-2.1%	-4.9%	-0.6	-6.1
O=C1CC(N2CCN(c3ccc(F)cc3)CC2)C(=O)N1c1ccc2c(c1)OCO2 (stereo unspecified)	-4.8%	9.5%	9.8%	2.1%	2.0%	-11.1%	-8.8%	0.4	-0.1
O=C1CC(c2ccccc2)CC(O)=C1C=NCc1ccco1 (stereo unspecified)	-2.2%	-22.6%	0.0%	-7.8%	1.0%	-4.6%	-4.9%	-3.9	/
O=S(=O)(NCC1CCCO1)c1cccc(C(F)(F)F)c1 (stereo unspecified)	12.8%	15.2%	-22.3%	-0.7%	-3.6%	10.8%	-4.7%	-1.9	-0.6
CCn1c(CSc2nc3ccccc3n2C)nc2ccccc21	1.6%	5.7%	0.2%	-6.6%	4.9%	-1.8%	4.7%	-3.9	-1.6
CN(C(=O)c1ccc2c(c1)OCO2)C1(C(=O)NC2CCCCC2)CCCCC1	-9.0%	-10.7%	-5.3%	-4.7%	5.6%	-1.1%	9.1%	-1.7	-3.5
Cc1ccc([N+](=O)[O-])c(NC(=O)COC(=O)CCNS(=O)(=O)c2cccs2)c1C	5.0%	3.4%	-2.8%	-1.3%	4.0%	-6.3%	-24.0%	-0.5	2.4

Complete entries, looked up by structure. Values in the order: WRN inhibitor, Abeta yeast res, aSyn yeast inh, PLK1 PBD block, EPAC1 agonist, EPAC1 antagonist, FUS suppressor, IL2 activator, PI5P4K alpha inh
`CCn1c(CSc2nc3ccccc3n2C)nc2ccccc21` across the screens: 1.6%, 5.7%, 0.2%, -6.6%, 4.9%, -1.8%, 4.7%, -3.9, -1.6
`Cc1ccccc1C(=O)N1CCC2CC1c1cc(-c3ccc(F)cc3)ccc12` (stereo unspecified) across the screens: -9.4%, -19.1%, -3.0%, -10.3%, -1.2%, -11.6%, ?, -0.3, 5.6
`COc1ccc(N(C(=O)c2ccncc2)S(=O)(=O)c2cccc([N+](=O)[O-])c2)cc1` across the screens: -8.5%, -14.5%, 26.9%, ?, 0.6%, -22.7%, 11.1%, -0.8, 4.6
`O=C1CC(N2CCN(c3ccc(F)cc3)CC2)C(=O)N1c1ccc2c(c1)OCO2` (stereo unspecified) across the screens: -4.8%, 9.5%, 9.8%, 2.1%, 2.0%, -11.1%, -8.8%, 0.4, -0.1
`CC(C)CNC(=S)N(CCN(C)C)Cc1cc2cc3c(cc2[nH]c1=O)OCO3` across the screens: 4.8%, -17.6%, -3.1%, -16.3%, -11.6%, ?, -2.0%, -1.8, 2.6

Rewritten bar-delimited: 2 of the compounds above.
molecule | WRN inhibitor | Abeta yeast res | aSyn yeast inh | PLK1 PBD block | EPAC1 agonist | EPAC1 antagonist | FUS suppressor | IL2 activator | PI5P4K alpha inh
Cc1ccc([N+](=O)[O-])c(NC(=O)COC(=O)CCNS(=O)(=O)c2cccs2)c1C | 5.0% | 3.4% | -2.8% | -1.3% | 4.0% | -6.3% | -24.0% | -0.5 | 2.4
CN(C(=O)c1ccc2c(c1)OCO2)C1(C(=O)NC2CCCCC2)CCCCC1 | -9.0% | -10.7% | -5.3% | -4.7% | 5.6% | -1.1% | 9.1% | -1.7 | -3.5

(next part)
SMILES	WRN inhibitor	Abeta yeast res	aSyn yeast inh	PLK1 PBD block	EPAC1 agonist	EPAC1 antagonist	FUS suppressor	IL2 activator	PI5P4K alpha inh
CCCc1c(C)nc(N2CCN(c3ccccc3OC)CC2)[nH]c1=O	4.7%	11.4%	2.4%	-5.0%	6.8%	-3.7%	-0.4%	1.5	1.3
COc1ccccc1OCC(=O)O	-1.4%&-3.3%	-7.6%&-21.5%	-0.7%&-16.6%	-6.1%&-7.0%	0.5%&3.4%	3.1%&8.0%	6.0%&-1.0%	1.5&-4.9	2.2
C=CCn1cccc(C(=O)Nc2cc(OC)cc(OC)c2)c1=O	4.7%	-7.9%	-3.5%	-9.9%	5.6%	3.6%	7.9%	-0.1	1.7
CCc1ccc(/C=N/NC(=O)c2cc(-c3cccc([N+](=O)[O-])c3)n[nH]2)cc1	-32.3%	-0.9%	-6.9%	2.4%	-1.7%	-21.9%	10.0%	-0.8	0.7
Cc1ccc2c(c1)[nH]c1c(=O)n(Cc3ccccn3)cnc12	-4.9%	0.6%	-2.2%	-13.3%	-3.2%	-0.4%	-6.1%	-1.7	-13.1
COc1ccc(-c2ccc(N(C)C)cc2)cc1[C@H]1[C@H]2C=CC[C@@H](C)[C@@H]2C(=O)N1Cc1ccccc1	-3.4%	0.6%	?	-0.7%	2.9%	-7.6%	3.3%	1.5	-0.7
O=C(Cn1cc(C(=O)C2CC2)c2ccccc21)NCC1CCCO1 (stereo unspecified)	-0.3%	17.1%	-2.8%	-6.1%	-1.7%	4.8%	0.3%	1.0	1.2
O=C(CSc1ccc2ccccc2n1)Nc1nsc(-c2ccc(Cl)cc2)n1	-8.2%	-10.2%&6.2%	1.2%	1.9%	-8.0%	8.8%	-16.5%&7.1%	-0.2	8.2
O=C(CN1C(=O)NC2(CCCC2)C1=O)Nc1nc(-c2ccc(F)cc2)cs1	-2.3%	-12.4%	2.1%	-16.7%	0.0%	0.0%	10.0%	3.7	-1.0
O=C(CNC(=O)c1[nH]cnc1C(=O)NC(c1ccccc1)c1ccccc1)OCc1ccccc1	-7.1%	6.5%	4.5%	23.8µM*	11.2%	-4.8%	43.4%	-2.1	-2.3
COC(=O)c1ccc(NC(=O)CSc2nnc(CNc3ccc(F)cc3)n2C)cc1	-4.9%	12.0%	3.3%	-0.3%	11.1%	4.3%	2.9%	-1.5	/
COC(=O)c1c(NC(=O)CSc2nc3ccccc3c(=O)n2-c2ccccc2)sc(C)c1C	-26.8%[57.1 µM]	-4.2%	-1.1%	-7.4%	0.4%	13.5%	2.4%	-3.3	-3.4
O=C1NC(Cc2ccccc2)c2nc3cc(F)c(F)cc3c(=O)n2-c2ncccc21 (stereo unspecified)	1.7%	6.1%	6.1%	-2.9%	-0.5%	2.0%	19.6%	-1.1	1.7
COCCn1c(=S)[nH]c2cc(C(=O)NCCc3ccc(OC)c(OC)c3)ccc2c1=O	6.5%	11.4%	-13.4%	-0.1%	-4.3%	-0.5%	25.8%	-1.5	/
Cc1cc(O)ccc1NC1=CC(=O)CC(C)(C)C1	-6.6%	-4.1%	-1.9%	-3.1%	-5.9%	-9.4%	16.4%	0.4	-0.2
COc1ccc(C(=O)Nc2cc(C)cc(C)c2)cc1S(=O)(=O)N1CCOCC1	-9.1%	7.1%	9.0%	-11.0%	-5.4%	5.7%	-4.4%	0.0	5.8

Source: PubChem
